PriA SSB inh: inhibitors of Klebsiella pneumoniae PriA binding to SSB C-terminal tail, primary screen, biochemical, AlphaScreen; AID 1272365, 2023; 0.6% of 430,000 active; PriA–SSB C-terminal tail interaction (Klebsiella pneumoniae); AlphaScreen SSBct-PriA binding, biotinylated peptide; inhibition, % at 33 µM; in the data active means inhibition mostly above about 37%, no sharp cut-off; inactive means mostly below about 20%;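 further: plate controls were negative control peptide for no effect and reference peptide for full effect; strong numbers were not always called active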
An asterisk follows results filed as active; & = joins results of further samples.

SMILES	PriA SSB inh
CCCOC(=O)c1ccc(NC(=O)c2c(-c3ccccc3Cl)noc2C)cc1	-20
COc1ccc(C(=O)N2CCN(c3ccc(Cl)c(Cl)c3)CC2)cc1OC	-9&-3
CN1CCOc2ccc(NS(=O)(=O)c3ccc(Cl)s3)cc2C1=O	3
COc1ccc(C)c2sc(N(CCN3CCOCC3)C(=O)Cc3cccc4ccccc34)nc12	5
O=C(CCn1cnc2c(cnn2-c2ccc(F)cc2)c1=O)NC1CC1	-4
Cc1ccccc1C(=O)NCC1CCN(C(C)C)CC1	0
O=C(NCC1CCCN1c1ccccc1)C1(c2cccs2)CCCC1 (stereo not given)	0
Cc1cc(C)c(NC(=O)C(=O)NCC2CCN(Cc3ccco3)CC2)c(C)c1	-18
O=c1ccc(-c2ccncc2)nn1CCCNS(=O)(=O)/C=C/c1ccccc1	0
O=C(CSc1nc2[nH]ncc2c(=O)[nH]1)N1CCc2ccccc21	-12&-8
Cc1cc(C)cc(N(C)S(=O)(=O)c2ccsc2-c2nc(-c3cccc(Cl)c3)no2)c1	-17
Cc1ccc(S(=O)(=O)N2CCN(c3ccc4nnc(C5CC5)n4n3)CC2)cc1C	-10
CSc1ccc(CCC(=O)NC2CC3CCC(C2)N3S(C)(=O)=O)cc1 (stereo not given)	-16
COc1cccc(-c2nc(CSc3nc4ccccc4c(=O)n3-c3ccccc3)c(C)o2)c1OC	-3
COc1ccc(C(=O)C(=CO)N=Nc2ccc(F)cc2)cc1	11
CN(C)S(=O)(=O)c1ccc(C(=O)Nc2cc(C(=O)N3CCOCC3)cn(C)c2=O)cc1	0
O=C1C2CC=CCC2C(=O)N1C1CN(S(=O)(=O)CCc2ccccc2)C1 (stereo not given)	-5
Cc1cccc(N2OC(C)(N(O)c3cccc(C)c3)CC2(C)C)c1 (stereo not given)	2
O=c1c2cccc3c2c(nn1Cc1ccccc1Cl)-c1ccccc1-3	-21
Cc1ccc2ncc(C(=O)Nc3ccc(F)cc3F)c(=O)n2c1	-11&2
COC(=O)c1c(NC(=O)C2CCCN(S(C)(=O)=O)C2)sc2c1CCN(C(C)=O)C2 (stereo not given)	-6
NC(=S)NN=Cc1cc([N+](=O)[O-])ccc1Cl	-9
O=C(NCC1CCN(c2ccncc2)CC1)c1ccno1	1
C=C(C)CNC(=S)NN=Cc1ccco1	-2
CSc1ccccc1C(=O)N1CCC(CSc2ccccn2)CC1	6
Cc1cccc(-c2csc(-c3nc(-c4ccc(C(F)(F)F)cc4)no3)c2-n2cccc2)c1	-12
C#C[C@@]1(O)CCC2C3CCC4=CC(=NOCC(=O)NC(C(=O)O)C(C)O)CC[C@]4(C)C3CC[C@@]21C (stereo not given in full)	-3
N#CC(=NNc1ccc(F)cc1)C(=O)C1CC1	0
O=C(NC1CCCC1)N1CCS[C@H]1c1ccc(F)c(Br)c1	-7
O=C1OCC2Cc3ccccc3CN12 (stereo not given)	-12
O=C(CCl)Nc1cccc(OC(F)F)c1	5
CC(C)CCN1C(=O)CCc2cc(NC(=O)c3cccc(C(F)(F)F)c3)ccc21	-5
COc1coc(CO)cc1=O	-24
N#Cc1ccc(C(=O)NCCc2ccoc2)cc1	5
Cc1nn(-c2ccccc2)c(N2CCCC2)c1C=NNC(=O)c1ccccc1O	-6
Cc1noc(C)c1CC(=O)NCCn1nc(-c2cccs2)cc1C	-6
Cc1nonc1C(=O)NN=Cc1ccc(O)cc1O	73
FC(F)(F)c1cccc(-c2noc(-c3cc(C4CC4)[nH]n3)n2)c1	5
CCN1CCN(CCC(=O)Nc2sc(C(=O)OC)c(C)c2C(=O)OC)CC1	-7
COc1ccc(C=NNC(=S)Nc2ccccc2)cc1COc1ccc(Br)cc1	3
O=C(NCC(c1ccsc1)N1CCOCC1)Nc1cccc(Cl)c1 (stereo not given)	-13
CCC(=O)N1CCc2ccc(NS(=O)(=O)c3ccc(OCC(C)C)cc3)cc2C1	-4
COc1ccc(OC)c(C2c3cccn3CCN2C(=S)Nc2cccc(C)c2)c1 (stereo not given)	14
CCOC(=O)C1CCN(C(c2cccc(Cl)c2)c2c(NC(C)=O)sc3c2CCCC3)CC1 (stereo not given)	-8
O=C(O)c1ccccc1NC(=O)c1cc2cc(Br)cc(Br)c2oc1=O	6
O=C(Nc1ccccc1)/C(=C\c1ccco1)NC(=O)c1cccc([N+](=O)[O-])c1	-3
O=C(NCCCn1ccnc1-c1ccccc1)c1ccccc1Cl	-10
COC(=O)c1ccc(C2CCN(C(=O)C3CC3)CC2)cc1	-5
CC(=O)Nc1ccc(S(=O)(=O)C(CC(=O)c2ccccc2)c2ccccc2)cc1 (stereo not given)	0
CCNC(=O)c1csc(NC(=O)c2ccccc2SC)n1	2&5
Other structures:
SMILES	PriA SSB inh
COc1ccc(N2CCN(CCNC(=O)Cc3cccs3)CC2)cc1	1
Cc1sc(NN=Cc2cccnc2)nc1-c1ccc(Cl)cc1	-3
O=C1NCCN1C(=O)NCC(O)(c1ccccc1)C1CC1 (stereo not given)	12
C[C@](O)(CNC(=O)c1ccc2nsnc2c1)c1ccc(-c2ccccc2)cc1	-28
COc1ccc([N+](=O)[O-])cc1C=NNc1nn[nH]n1	0
O=S(=O)(c1cccc(C(F)(F)F)c1)N(Cc1ccsc1)Cc1ccccn1	-45
NC(=NN=Cc1ccc(F)cc1)NN=Cc1ccc(F)cc1	8
O=C1Nc2ccccc2C12Oc1ccccc1C1CC(c3ccccc3)=NN12 (stereo not given)	0
COC(=O)c1c(NC(=O)c2cc(C)on2)sc2c1CC(C)(C)NC2(C)C	-14
N#Cc1cn(CC(=O)Nc2ccc3c(c2)CCC3)c2ccccc12	5
CCCN1CCCc2cc(CCNC(=O)C(=O)Nc3ccc(F)c(Cl)c3)ccc21	29
Cc1[nH]c2ccccc2c1C=NNC(=O)c1ccccc1	2
O=C(Nc1nnc(-c2ccc(Br)s2)o1)C1CCCCC1	-11
O=C(NCC1CCN(C2CCCC2)CC1)C(=O)Nc1ccc(F)cc1	-18
O=S(=O)(NCCC(O)C1CC1)c1ccc(OC(F)(F)F)cc1 (stereo not given)	-7
CCCC(=O)OCC(=O)Nc1ccc(Cl)cc1[N+](=O)[O-]	78*
COc1cccc(-c2ccc3nnc(SCC(=O)Nc4ccc(F)cc4F)n3n2)c1	1
C=CCn1c(SCC(=O)c2cc(C)n(-c3ccccc3)c2C)nc2scc(-c3ccc(C)o3)c2c1=O	-6
O=C(Cc1ccc(F)cc1)Nc1ccc2c(c1)CC(=O)N2	-3
CN1CCc2cc(C(CNC(=O)c3cc(Cl)ccc3Cl)N3CCCC3)ccc21 (stereo not given)	11
CC1=Nc2ccccc2C1=Cc1sc(=S)n(-c2cccc(C(=O)O)c2)c1O	10
Cn1nccc1-c1nnc(NC(=O)Cc2cccs2)o1	-35
O=C(CSc1nc2sc3c(c2c(=O)n1-c1ccccc1)CCCCC3)c1ccc2c(c1)OCO2	-13
CCOC(=O)c1ccccc1NC(=O)CSc1nnc(NC(=O)C23CC4CC(CC(C4)C2)C3)s1	-6
COc1ccccc1NC(=O)NNC(=O)c1cccn(Cc2cccc(Cl)c2)c1=O	-7
Cc1ccc2cccc(C(=O)O)c2n1	-6
CSc1cccc2sc(NC(=O)c3ccc(-c4ccccc4)cc3)nc12	-1
CC(C)(C)C(=O)Nc1nc(CC(=O)N2CCN(C(=O)c3ccco3)CC2)cs1	5
Cc1ccc(S(=O)(=O)N(Cc2ccsc2)Cc2ccco2)cc1C	0
Cc1cc(C(=O)CSc2nnnn2-c2ccccc2)c(C)n1-c1ccccc1	8
Cc1nnc(NC(=O)CSc2nnc(NC(=O)c3ccco3)s2)s1	2
O=C(NCCc1c[nH]c2ccccc12)c1csc(Nc2ccccc2)n1	28*
O=c1oc2cc(S(=O)(=O)Nc3ccncc3)ccc2c2ccc(S(=O)(=O)Nc3ccncc3)cc12	-13
COC(=O)CS[C@H]1CCN(C(=O)CSCc2ccccc2)C1	2
C=C(C)COc1ccc2c(c1)O/C(=C\c1cc(Cl)cc3c1OCOC3)C2=O	1
CN(c1ccccc1)S(=O)(=O)c1ccc(C(=O)N2CCc3ccccc32)cc1	5
COc1cc(/C=C2\SC(=NCC(=O)O)NC2=O)ccc1OCc1ccc(F)cc1	-4
COc1cccc(CSc2nc(CC(=O)NCCc3c[nH]c4ccccc34)cc(=O)[nH]2)c1	10
O=C(NN=C/C=C/c1ccc2c(c1)OCO2)C1COc2ccccc2O1 (stereo not given)	-2
Cc1cc(CNC(=O)N2CCNC2=O)c(C)o1	7
COc1cccc(CNC(=O)Cn2nc3c4cc(-c5cc(C)ccc5C)nn4ccn3c2=O)c1OC	-18
COC(=O)c1c(NC(=O)COc2c(C)cc(Br)cc2C)sc2c1CCC(C)C2 (stereo not given)	-7
COc1cccc(-c2[nH]ncc2-c2nc(-c3ccc(C)c(C)c3)no2)c1	-13
O=C(NCCn1ccnc1-c1ccccn1)Nc1ccc(C(F)(F)F)cc1	-18
Cc1cc(C)n(CCNC(=O)C2(c3ccc(F)cc3)CC2)n1	8
O=C(Cn1cc(SCc2cccc(C(F)(F)F)c2)c2ccccc21)N1CCOCC1	4
O=c1c2c3c(sc2nc(SCc2nc4ccccc4[nH]2)n1Cc1ccco1)CCC3	-6
O=C(CCCSc1ccc(NC(=O)C2CC2)nn1)NCc1cccnc1	-4
CC(CC(=O)Nc1ccc(F)cc1)=NNC(=O)COc1ccccc1	-5
COc1cc(C(=O)NN=Cc2ccccc2)c([N+](=O)[O-])c(OC)c1OC	-7
(cont.)
SMILES	PriA SSB inh
CCOC(=O)C1C(=N)Oc2cc(C)n(CCc3ccccc3)c(=O)c2[C@H]1c1ccccc1F (stereo not given in full)	-14
Cc1noc(-c2ccc(NC(=O)C3(c4ccc(Cl)cc4)CCCC3)cc2)n1	-3
Cc1nc2ccccc2c(=O)n1N=Cc1ccc(O)cc1	-16
COc1ccc(Br)cc1C(N)C(=O)O (stereo not given)	4
O=C(Nc1nccs1)c1ccc(N2CCCCS2(=O)=O)cc1	4
COc1ccccc1OCC(=O)N1CC[C@H](S(=O)(=O)c2ccc(Cl)cc2)C1	-4
Cc1ccc(NC(=O)Cn2nc3ccc(SC(C)(C)C)nn3c2=O)cc1F	-5
O=C(c1cccc(NS(=O)(=O)c2ccccc2F)c1)N1CCOCC1	-20&-6
COc1ccc(-c2cc(C(=O)NC3CCCC3)c3c(C)nn(C4CCS(=O)(=O)C4)c3n2)cc1 (stereo not given)	-4
Cn1c(COc2ccc3c(c2)OCO3)nnc1SCc1ccccc1	10

An excerpt from above in order of SMILES length, descending.
SMILES	PriA SSB inh
COc1ccc(-c2cc(C(=O)NC3CCCC3)c3c(C)nn(C4CCS(=O)(=O)C4)c3n2)cc1 (stereo not given)	-4
CCOC(=O)C1C(=N)Oc2cc(C)n(CCc3ccccc3)c(=O)c2[C@H]1c1ccccc1F (stereo not given in full)	-14
COc1cccc(CNC(=O)Cn2nc3c4cc(-c5cc(C)ccc5C)nn4ccn3c2=O)c1OC	-18
COc1ccccc1OCC(=O)N1CC[C@H](S(=O)(=O)c2ccc(Cl)cc2)C1	-4
O=c1c2c3c(sc2nc(SCc2nc4ccccc4[nH]2)n1Cc1ccco1)CCC3	-6
O=C(Cn1cc(SCc2cccc(C(F)(F)F)c2)c2ccccc21)N1CCOCC1	4
COc1cccc(-c2[nH]ncc2-c2nc(-c3ccc(C)c(C)c3)no2)c1	-13
Cc1ccc(NC(=O)Cn2nc3ccc(SC(C)(C)C)nn3c2=O)cc1F	-5
O=C(NN=C/C=C/c1ccc2c(c1)OCO2)C1COc2ccccc2O1 (stereo not given)	-2
O=C(c1cccc(NS(=O)(=O)c2ccccc2F)c1)N1CCOCC1	-20&-6
CC(CC(=O)Nc1ccc(F)cc1)=NNC(=O)COc1ccccc1	-5
Cc1cc(C)n(CCNC(=O)C2(c3ccc(F)cc3)CC2)n1	8
O=C(Nc1nccs1)c1ccc(N2CCCCS2(=O)=O)cc1	4
Cc1nc2ccccc2c(=O)n1N=Cc1ccc(O)cc1	-16
Cc1cc(CNC(=O)N2CCNC2=O)c(C)o1	7
COc1ccc(Br)cc1C(N)C(=O)O (stereo not given)	4

The list continues:
SMILES	PriA SSB inh
Cc1cc(N)n(-c2ncnc3c2cnn3-c2ccc(Cl)cc2)n1	-4
CSCC(C)(O)CNC(=O)C(=O)NCC(F)(F)F (stereo not given)	1
CCc1ccc(S(=O)(=O)NC[C@@H](c2cccn2C)N2CCc3ccccc3C2)s1	17
O=C(Cn1cnc2c(cnn2C2CCS(=O)(=O)C2)c1=O)OCc1ccccc1 (stereo not given)	-3
CCCC(=O)N1N=C(c2ccc(NS(C)(=O)=O)cc2)CC1c1c(F)cccc1Cl (stereo not given)	3&2
NC(=O)c1oc2ccccc2c1NC(=O)C1=COCCO1	1
COc1cc(OC)cc(C(=O)N(CCCn2ccnc2)c2nc3cc(C)cc(C)c3s2)c1	40*
CCOC(=O)c1sc2ccccc2c1S(=O)(=O)NCc1ccccn1	2
O=C(CSc1nc2[nH]ncc2c(=O)[nH]1)Nc1ccc([N+](=O)[O-])cc1	19
COc1cc([N+](=O)[O-])cc(C=NNC(=O)CSc2nnc(-c3ccccc3)n2C)c1O	-3
O=c1cccnn1CCNS(=O)(=O)/C=C\c1ccccc1	-5
CC1(C)CC(=O)C(Br)C(=O)C1	-10
Cc1ccc(-c2csc(SCc3ccc(C(=O)O)o3)n2)c(C)c1	-11
COc1ccc(C2(CNC(=O)C(=O)Nc3ccc(F)c(F)c3)CCOCC2)cc1	0
CC(CC(=O)Nc1cccc2c1CCCC2)=NNC(=O)Cc1ccccc1	-9
CCOc1ccccc1NC(=O)/C(C#N)=C\c1ccc(-c2cccc([N+](=O)[O-])c2)o1	-9
CCCC(=O)NCC(=O)NCc1ccnc(N(C)C)n1	-1
Cc1cc(C(=O)N(CCCN2CCOCC2)c2nc3c(C)ccc(Cl)c3s2)on1	-2
CC1(C)CC(=O)c2cc(N=CC(C(=O)c3ccccc3)=C(O)c3ccccc3)c(=O)oc2C1	-40
COC(=O)c1sc2ccccc2c1NC(=O)CSCc1ccccc1	-6

Screening results deposited in PubChem by Small Molecule Screening Facility, UW Madison.

An excerpt (hit frequency here may not be typical).
